FN deposition inh – inhibitors of fibronectin matrix deposition, primary screen, AH1F cells, Alexa488-fibronectin fluorescence, plate reader. inhibition, % at 12.6 µM. AH1F fibroblasts, overnight. 350,000 tested, 0.086% active;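 active = mean inhibition across replicates of 30% or more, regardless of how many single replicates reach that level; inconclusive = mean under 30% yet at least half of replicates reach 30%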;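 also: positive control wells lacked labelled fibronectin entirely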
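Assay system: AH1F fibroblasts assembling fluorescent fibronectin matrix; Amount: 10000 AH1F cells per well; Buffer or medium: DMEM, 2% serum; Probe or stimulus: Alexa488-fibronectin, 24 nM final in well; Doses: single compound dose, delivered by pin transfer; Incubation: 1 h adhesion, overnight exposure; Measured by: fluorescence 485/525 nm; Read-out: fibronectin deposition inhibition.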
esBAF inh – Bmi1 luciferase reporter increase in mESCs, primary screen, esBAF inhibitor project, mouse ES cells, Bmi1 luciferase knock-in, single point. 24 h; 100% = twice the neutral-well signal. reporter increase, % at 12.5 µM. 350,000 tested, 2% active; in the data active = activation above about 40%; inconclusive = no clear call, values can overlap the other calls;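 also: 0% = median of the plate's neutral control wells and 100% = double that signal; a rise in the Bmi1 reporter signal indicates esBAF inhibition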
RAD52 inh – RAD52 DNA annealing inhibitors, primary screen, biochemical, FRET, single point, set 2; AID 651710, 2012; DNA repair protein RAD52 homolog (Homo sapiens), P43351; inhibition, % at 18.7 µM; 360,000 tested, 0.46% active; recombinant RAD52 DNA annealing, FRET fluorescence;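 active = every replicate showing at least 50% inhibition; inconclusive = mean inhibition at least 50% but not in every replicate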
RAD54 branch – inhibitors of human RAD54 branch migration, primary screen, biochemical, fluorescence, single point. 360,000 tested, 0.14% active. RAD54 Holliday junction branch migration, FAM/BHQ fluorescence. inhibition, % at 10.4 µM. AID 602329, 2012. DNA repair and recombination protein RAD54-like (Homo sapiens), Q92698;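 active = mean normalized replicate activity at least 40 and at least half of replicates scoring 40 or more; inconclusive = only one of the two criteria met; inactive = mean below 40 and under half of replicates reaching 40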;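 also: 0% = median of neutral control wells and 100% = median of positive control wells; inhibitors cause a drop in the FAM fluorescence signal; in these data hits start at about 50%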
Target sequence (Q92698 whole entry, looked up): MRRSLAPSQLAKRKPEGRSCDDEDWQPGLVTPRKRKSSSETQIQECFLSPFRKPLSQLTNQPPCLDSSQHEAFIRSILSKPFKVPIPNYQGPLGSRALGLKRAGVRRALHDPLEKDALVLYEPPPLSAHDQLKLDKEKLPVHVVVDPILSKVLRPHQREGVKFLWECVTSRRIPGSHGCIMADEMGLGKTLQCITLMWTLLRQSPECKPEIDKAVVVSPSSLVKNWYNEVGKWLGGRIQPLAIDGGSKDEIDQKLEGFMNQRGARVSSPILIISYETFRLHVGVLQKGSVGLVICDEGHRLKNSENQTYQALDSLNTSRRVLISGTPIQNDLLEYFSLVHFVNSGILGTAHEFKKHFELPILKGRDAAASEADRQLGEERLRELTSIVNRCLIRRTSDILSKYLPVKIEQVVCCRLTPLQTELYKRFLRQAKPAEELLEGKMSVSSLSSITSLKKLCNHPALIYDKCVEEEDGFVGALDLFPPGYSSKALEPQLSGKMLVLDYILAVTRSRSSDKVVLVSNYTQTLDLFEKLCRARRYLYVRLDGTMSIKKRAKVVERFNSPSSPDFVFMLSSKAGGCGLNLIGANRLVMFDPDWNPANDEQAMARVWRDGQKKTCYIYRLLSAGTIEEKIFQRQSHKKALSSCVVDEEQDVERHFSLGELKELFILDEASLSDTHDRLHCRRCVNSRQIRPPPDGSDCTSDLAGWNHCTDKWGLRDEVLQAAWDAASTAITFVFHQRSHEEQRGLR
E-sel inducer – E-selectin induction in HUVECs, primary screen, imaging, HUVEC, immunofluorescence imaging, single point; normalized: neutral wells 0, TNF-alpha wells 100; activation, % at 7.58 µM; P16581; AID 686992, 2013; 260,000 tested, 0.37% active;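 active = mean E-selectin-positive cell signal at least 10% of the positive control, reached in at least 60% of replicates, without over 20% cell loss; inconclusive = no rule given, readout overlaps actives, possibly toxicity-flagged; inactive = the rest, including those meeting only one limit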;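 also: in these data hits start at about 27%; measured in HUVEC primary endothelial cells; signal is the percent of cells scored E-selectin positive by PE staining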
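Read-out basis: % PE-positive cells; Test system: HUVEC primary endothelial cells; Technique: immunofluorescence imaging; Dosing: single-point compound dose.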
S100A4 inh HTS – inhibitors of S100A4-myosin IIA peptide binding, primary screen, biochemical, fluorescence polarization, TAMRA-MyoIIA peptide; inhibition, % at 10.7 µM; AID 652163, 2013; 360,000 tested, 0.14% active; Protein S100-A4 (Homo sapiens), P26447;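 active = mean inhibition of at least 70% across replicates, with every replicate also reaching that level; inconclusive = mean inhibition reaches 70% but some replicates fall short; inactive = mean inhibition below 70%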
Target sequence (P26447 whole entry, looked up): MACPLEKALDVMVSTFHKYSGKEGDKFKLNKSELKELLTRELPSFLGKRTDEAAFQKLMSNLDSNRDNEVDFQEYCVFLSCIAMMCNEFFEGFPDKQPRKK
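Material: S100A4 monomer protein | Medium: HEPES pH 7.2 with CaCl2, KCl, NaCl, DTT, Triton | Reagent: Labelled myosin peptide probe, 5 nM | Doses: One dose per compound | Times: 5 min incubation before reading | Benchmarks: Neutral control DMSO, positive control TFP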
EWS-Fli block – EWS/Fli-driven NR0B1 reporter inhibitors, primary screen, A673 cells, NR0B1 luciferase, luminescence, MLPCN library; AID 651661, 2012; 350,000 tested, 0.67% active; inhibition, % at 12.6 µM; viability-normalised;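 active = mean inhibition of at least 50% after viability correction, with every replicate also passing that limit; inconclusive = mean reaches 50% but only one of two replicates passes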;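 also: firefly luciferase signal divided by Alamar Blue viability fluorescence both relative to DMSO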
XiGFP reactiv – activators of inactive X chromosome reactivation, primary screen, imaging, XiGFP fibroblasts, GFP high-content imaging, set 2; XiGFP mouse fibroblasts, % GFP-positive cells imaging, 3 d; cells co-treated with 5-aza-dC sensitizer; scaled so ellipticine positive control = 100%; activation, % at 7.58 µM; 360,000 tested, 0.055% active;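 active = mean normalized replicate activation at least 10% and every replicate at or above 10%; inconclusive = only one of the two criteria met; inactive = mean below 10% and not all replicates reach 10%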;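 also: 0% = median of on-plate neutral control wells and 100% = ellipticine 6 µM median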
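Material: SV40-immortalized XiGFP fibroblast cells, line 68-5-11 | Buffer or medium: DMEM containing 5-aza-dC | Dosing: One concentration, pinned | Times: 3 d treatment, 15 min room-temperature fixation | Controls: Ellipticine 6 µM positive control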
* = called active by the depositor; ? = inconclusive; nt = not tested or not shown; & = joins results of further samples.

SMILES	FN deposition inh	esBAF inh	RAD52 inh	RAD54 branch	E-sel inducer	S100A4 inh HTS	EWS-Fli block	XiGFP reactiv
COc1ccc(S(=O)(=O)Nc2ccc3c(c2)C(=O)N([C@H](C)CO)C[C@@H](C)[C@H](CN(C)C(=O)Nc2ccc(F)cc2)O3)cc1	nt	-4.2	-5.6	0.3	-0.4	5.2	3.2	-1.1
CC(=O)N(C)C[C@@H]1Oc2ncc(C#Cc3ccccc3)cc2C(=O)N([C@@H](C)CO)C[C@@H]1C	nt	-2.4	5.9	-4.2	-0.2	4.9	-5.8	-0.9
COC(CNC(=O)C(C)n1nc(C)c2ccccc21)OC (stereo not given)	-8.4	nt	-14.9	nt	0.5	-5.6	3.6	-0.6
O=C(CC1S/C(=N\S(=O)(=O)c2ccc(F)cc2)N(c2ccccc2)C1=O)Nc1ccccc1 (stereo not given)	-1.4	nt	nt	-1.2	-0.4	nt	0.6	0.0
COc1ccc(Cc2nc(-c3cccs3)no2)cc1OC	0.9	24.5	-78.7	-8.5	-0.1	-13.7	-23.5	0.0
C[C@@H]1CN([C@@H](C)CO)S(=O)(=O)c2ccc(C#C[C@@H](C)O)cc2O[C@H]1CN(C)Cc1cncnc1	-5.7	-4.6	-6.2	2.4	-0.8	-0.2	-2.4	0.0
CO[C@H](CN(C)C(=O)c1ccccc1F)[C@H](C)CN([C@@H](C)CO)S(=O)(=O)c1ccccc1	-2.4	-1.2	10.1	0.3	-0.1	-0.1	9.2	0.2
O=C(N/C(=C/c1cccnc1)C(=O)N1CCOCC1)c1ccccc1	-5.9	nt	-6.0	nt	-0.2	0.0	-17.0	0.2
COCC(=O)Nc1ccc2c(c1)C(=O)N(C)C[C@@H](OC)[C@H](C)CN(CC1CCCCC1)[C@H](C)CO2	-18.5	-2.4	-1.2	-5.6	0.0	5.4	-11.1	0.4
COc1ccc(S(=O)(=O)N(C)C[C@@H]2Oc3cc(-c4cccc(F)c4)ccc3S(=O)(=O)N([C@@H](C)CO)C[C@@H]2C)cc1	nt	5.2	-5.2	-4.3	-0.3	3.2	13.4	-1.8
CCN(CC)S(=O)(=O)c1ccc(/C=C/C(=O)OCC#N)cc1	-16.0	7.9	-12.0	-5.2	nt	2.2	0.3	-0.1
Cc1sc2nc(C3CC3)nc(SCC(=O)N3CCCc4ccccc43)c2c1C	3.3	nt	-11.0	nt	0.4	0.8	1.3	0.6
O=C(/C=C/c1cccs1)N1CCCC1	-3.6	1.8	9.5	4.7	0.0	-1.8	-13.1	0.2
O=C(C[C@H]1C=C[C@H](NC(=O)Nc2ccc3c(c2)OCO3)[C@@H](CO)O1)NCc1ccc(Cl)cc1	nt	1.3	-3.6	-1.8	2.5	-22.8	-2.7	-0.1
Cc1ccc(S(=O)(=O)N2C[C@@H]3N[C@H](C2)C3c2ccc(-c3ccncc3)cc2)cc1 (stereo not given in full)	5.9&-0.5	nt	36.5&25.1	nt	-0.1&0.2	-2.2&3.0	-17.5&1.6	0.0&0.1
C[C@@H]1CN([C@@H](C)CO)C(=O)Cc2cc(NS(=O)(=O)c3ccccc3)ccc2O[C@@H]1CN(C)S(=O)(=O)c1cccs1	nt	3.1	2.9	13.0	-0.3	-8.8	2.7	-0.4
CC1CCCC(C)N1C(=O)CCN1C(=O)C2C3C=CC(C3)C2C1=O (stereo not given)	3.1	2.6	0.5	6.6	nt	6.0	nt	1.3
COc1ccc(C2NCCc3c2[nH]c2ccccc32)cc1COc1ccc(F)cc1 (stereo not given)	4.1	nt	85.4*	nt	nt	-4.7	78.2*	0.5
CCn1cc(CCC(=O)NCc2ccccc2OC)c2ccccc21	4.4	4.8	0.8	-0.4	0.3	3.8	8.2	0.2
O=C(Cc1cccnc1)N1[C@@H](CO)[C@H](c2ccccc2)[C@@H]1CNCC1CCC1	-2.5	-1.3	-18.0	0.6	0.3	-3.2	1.4	-0.1

Part of the list above, field by field.
Cc1ccc(S(=O)(=O)N2C[C@@H]3N[C@H](C2)C3c2ccc(-c3ccncc3)cc2)cc1 (stereo not given in full)
  FN deposition inh: 5.9&-0.5	esBAF inh: nt	RAD52 inh: 36.5&25.1	RAD54 branch: nt	E-sel inducer: -0.1&0.2	S100A4 inh HTS: -2.2&3.0	EWS-Fli block: -17.5&1.6	XiGFP reactiv: 0.0&0.1

COc1ccc(C2NCCc3c2[nH]c2ccccc32)cc1COc1ccc(F)cc1 (stereo not given)
  FN deposition inh: 4.1	esBAF inh: nt	RAD52 inh: 85.4*	RAD54 branch: nt	E-sel inducer: nt	S100A4 inh HTS: -4.7	EWS-Fli block: 78.2*	XiGFP reactiv: 0.5

COCC(=O)Nc1ccc2c(c1)C(=O)N(C)C[C@@H](OC)[C@H](C)CN(CC1CCCCC1)[C@H](C)CO2
  FN deposition inh: -18.5	esBAF inh: -2.4	RAD52 inh: -1.2	RAD54 branch: -5.6	E-sel inducer: 0.0	S100A4 inh HTS: 5.4	EWS-Fli block: -11.1	XiGFP reactiv: 0.4

CO[C@H](CN(C)C(=O)c1ccccc1F)[C@H](C)CN([C@@H](C)CO)S(=O)(=O)c1ccccc1
  FN deposition inh: -2.4	esBAF inh: -1.2	RAD52 inh: 10.1	RAD54 branch: 0.3	E-sel inducer: -0.1	S100A4 inh HTS: -0.1	EWS-Fli block: 9.2	XiGFP reactiv: 0.2

(more compounds)
SMILES	FN deposition inh	esBAF inh	RAD52 inh	RAD54 branch	E-sel inducer	S100A4 inh HTS	EWS-Fli block	XiGFP reactiv
C[C@H](CO)N1C[C@H](C)[C@H](CN(C)C(=O)Nc2ccc3c(c2)OCO3)OCc2cn(nn2)CCCC1=O	4.2	-2.6	nt	nt	0.5	nt	-2.0	0.0
COc1ccc(N(CC(=O)NCCC2=CCCCC2)S(=O)(=O)c2c(C)[nH]c(=O)[nH]c2=O)cc1	-1.8	-10.6	-5.8	-1.5	0.0	1.5	-0.1	0.0
C[C@H]1CN([C@@H](C)CO)S(=O)(=O)c2ccc(C#CC(C)(C)O)cc2O[C@@H]1CN(C)CC1CC1	nt	4.5	-0.5	1.5	0.1	6.2	2.9	-0.2
CC1=CC(=O)C=C(C)C1=NOC(=O)/C=C\c1ccccc1	-9.8	nt	-8.1	nt	nt	-2.3	8.8	0.0
Cc1cc(OCc2nnc(SC(C)C(=O)O)n2-c2ccccc2)ccc1Cl (stereo not given)	3.2	-4.7	-16.1	4.1	nt	-2.4	0.2	0.0
Cc1ccc(-c2nc(CS(=O)CC(=O)NC3CCC(C)CC3)c(C)o2)cc1 (stereo not given)	0.3	9.3	-16.0	-0.2	0.7	-5.1	-13.2	0.1
O=C(Nc1nnc(Cc2ccccc2F)s1)Nc1ccccc1F	-0.9	43.6*	-0.2	-5.6	nt	-8.8	-72.5	0.1
Cc1ccc(NC(=O)C(Cc2ccccc2)NC(=O)OCc2ccccc2)cc1C (stereo not given)	8.7	nt	-12.0	nt	-0.4	-14.3	3.2	0.0
CCc1cccc(NC(=O)C2CCCN2S(=O)(=O)c2cccc3cccnc23)c1 (stereo not given)	8.2	-7.0	-10.1	1.8	nt	10.3	-2.2	0.0
O=C(C[C@H]1C[C@H]2c3cc(NC(=O)c4ccc5c(c4)OCO5)ccc3O[C@H]2[C@H](CO)O1)NCc1cc(F)ccc1F	nt	19.3	19.8	-1.5	0.4	18.1	-3.0	0.1
CC(Oc1ccc(Br)cc1)C(=O)N(Cc1ccccc1)c1c(N)n(Cc2ccccc2)c(=O)[nH]c1=O (stereo not given)	-1.0	5.6	6.2	5.3	0.2	-0.7	2.1	-0.2
O=C(CSc1n[nH]c(=O)n1C1CC1)NCc1ccccc1	4.0	-7.0	-8.9	-7.5	3.4	2.6	-1.4	0.0
CCCS(=O)(=O)N1CCCC(C(=O)Oc2ccc(OC)cc2)C1 (stereo not given)	2.9	-13.1	-14.9	-4.2	-0.2	-1.5	12.0	0.0
COc1cc(Br)c(Br)cc1N	-0.1	nt	-6.5	nt	13.7	-2.7	-5.3	0.4
CC(C)(C)c1ccc(/C=C2\Oc3cc(O)ccc3C2=O)cc1	-3.5	29.7	-5.1	nt	0.1	-6.3	-74.7	0.0
CCN1CCN(C(=O)c2ccc(CS(=O)Cc3ccc(C)cc3)o2)CC1 (stereo not given)	-1.0	-0.2	-6.7	-4.1	nt	5.9	nt	0.0
O=C(C[C@H]1CC[C@H](NC(=O)C2CC2)[C@H](CO)O1)NC1CCC1	-10.7	-5.7	0.4	-1.3	-0.1	0.9	-11.7	0.0
COCC#Cc1cnc2c(c1)C(=O)N([C@@H](C)CO)C[C@H](C)[C@@H](CN(C)C(=O)Nc1ccc(OC)cc1)O2	nt	0.0	8.8	10.4	0.2	2.3	-8.0	-0.7
O=C(Nc1ncc(Cl)cc1Cl)c1c(F)cccc1Cl	5.7	nt	4.1	nt	nt	-0.3	-4.7	0.0
C#CCOC(=O)/C(=C/C=C/c1ccccc1)NC(=O)c1ccccc1	-17.3	-2.3	nt	-9.6	1.7	nt	nt	-0.1
CO[C@@H]1CN(C)C(=O)c2ccc(NC(=O)Nc3cc(F)ccc3F)cc2OC[C@@H](C)N(C(=O)c2cnccn2)C[C@H]1C	0.6	-0.6	12.7	-3.3	0.0	-5.8	-1.4	0.5
Cc1csc(NC(=S)Nc2cccc(Cl)c2)n1	2.1	nt	-29.0	nt	nt	0.4	1.0	0.0
COc1ccc2c3c(n(C)c2c1)[C@H](CO)N(S(C)(=O)=O)CC31CCN(C(=O)C2CCC2)CC1	nt	nt	-7.5	nt	0.1	-9.1	-8.9	0.3
O=C(C[C@@H]1CC[C@@H]2[C@H](COC[C@@H](O)CN2S(=O)(=O)c2ccccc2)O1)NCCN1CCCCC1	-3.3	6.3	1.3	-5.7	-0.1	?	-0.6	0.0
O=C(COc1cccnc1[N+](=O)[O-])c1c[nH]c2ccccc12	-3.2	11.6	-9.6	3.5	nt	-2.2	-4.9	-0.1
CCOC(=O)c1ccc(NC(=S)NC(=O)c2nn(CC)cc2Br)cc1	3.0	nt	-5.1	-6.2	nt	-5.7	0.4	0.1
NS(=O)(=O)OCC(Cc1ccccc1)N1C(=O)c2ccccc2C1=O (stereo not given)	-13.0	-1.0	-8.0	-7.9	-0.1	0.7	10.9	0.2
O=c1cc(CSc2nnc(NC3CCCCC3)s2)nc2sccn12	13.3	-2.0	5.8	7.0	nt	-8.3	-9.6	0.0
O=C(O)c1cc(-c2ccc(/C=C3\NC(=O)N(c4ccc(Cl)cc4)C3=O)o2)ccc1Cl	nt	nt	-117.5	nt	nt	1.3	10.3	0.3
